MrgX1 ag: human MrgX1 receptor agonism, primary screen. B-score at 10 µM. AID 588627. MrgX1-HEK293 cells, Fluo-4 calcium fluorescence, agonist mode; active compounds read high. 310,000 tested, 0.44% active. Q96LB2;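 active = calcium response B-score plate-corrected fluorescence ratio at least 3 library SD, with starting fluorescence B-score inside 5 SD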
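Material – MrgX1-expressing HEK293 cells · Input – 15,000 cells seeded per well · Dosing – compound as first of three additions · Times – overnight seeding, then 1 h dark dye loading · Measured by – kinetic Fluo-4 NW fluorescence of intracellular calcium · Read-out – B-scored fluorescence response ratio · Benchmarks – positive and negative control wells on each plate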
ANO1 activ: activators or potentiators of mouse TMEM16A chloride channel | 340,000 tested, 0.3% active | HEK293 TMEM16A/YFP-H148Q/I152L, iodide quench fluorescence; active compounds read low | B-score at 10 µM | Q8BHY3;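 active = fluorescence-ratio B-score plate-corrected deviation score at least 3 library SD below zero, with starting fluorescence score within 5 deviations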;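 note: channel opened by trigger with iodide after compound preincubation; score built on the fluorescence ratio of max minus min over baseline; more negative score means more quench and so TMEM16A activation or potentiation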
KCNQ1 pot: human KCNQ1 channel potentiation or activation | CHO-K1 KCNQ1, thallium flux FluxOR fluorescence; active compounds read high | B-score at 10 µM | 310,000 tested, 0.35% active;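 active = fluorescence ratio B-score, a plate-corrected score, at least three library SD, with initial intensity B-score within 5 SD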
Target sequence (P51787 whole entry, looked up): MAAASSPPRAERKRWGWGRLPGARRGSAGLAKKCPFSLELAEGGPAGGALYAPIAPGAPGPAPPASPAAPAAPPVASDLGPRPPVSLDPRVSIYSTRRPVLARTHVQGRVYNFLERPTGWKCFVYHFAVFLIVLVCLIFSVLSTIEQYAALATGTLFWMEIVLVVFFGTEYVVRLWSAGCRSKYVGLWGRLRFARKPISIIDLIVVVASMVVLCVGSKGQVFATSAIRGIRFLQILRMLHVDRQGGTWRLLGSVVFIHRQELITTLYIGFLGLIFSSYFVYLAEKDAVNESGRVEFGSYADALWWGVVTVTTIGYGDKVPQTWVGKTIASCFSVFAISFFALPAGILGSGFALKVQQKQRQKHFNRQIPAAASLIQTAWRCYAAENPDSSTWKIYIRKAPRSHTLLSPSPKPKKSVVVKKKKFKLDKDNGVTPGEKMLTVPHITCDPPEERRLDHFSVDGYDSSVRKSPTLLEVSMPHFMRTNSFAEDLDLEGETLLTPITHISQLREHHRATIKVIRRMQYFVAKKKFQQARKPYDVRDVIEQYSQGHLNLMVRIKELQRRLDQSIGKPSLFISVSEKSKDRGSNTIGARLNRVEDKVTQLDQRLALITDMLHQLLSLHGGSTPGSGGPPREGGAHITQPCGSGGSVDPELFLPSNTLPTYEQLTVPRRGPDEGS
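Material: CHO-K1 cells stably expressing KCNQ1. Medium: assay buffer for compound exposure, DMSO matched across wells. Reagent: K+/Tl+ depolarizing stimulus. Compound dosing: single-concentration screen. Times: 37 °C overnight plating, 90-min dark dye load, 20-min compound pretreatment. Technique: FluxOR Tl+ flux fluorescence.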
MrgX1 allo act: human MrgX1 positive allosteric modulation, primary screen. MrgX1-HEK293, Fluo-4 calcium flux, FDSS; active compounds read high. B-score at 10 µM. 310,000 tested, 0.63% active. AID 588675;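 active = plate-corrected calcium response at least 3 library SD above typical, normal starting fluorescence, not activating the receptor alone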;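 note: compound read alongside a low EC10 to EC30 dose of BAM8-22 agonist; peak minus trough fluorescence over baseline measured at the second addition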
hERG protect: hERG (human) protection from proarrhythmic block; Q12809; CHO-hERG, FluxOR thallium flux, dofetilide IC70 present; activation (rescue from dofetilide block), less the hit threshold, % at 10 µM; 310,000 tested, 0.51% active; AID 1511;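 active = activation above the mean of controls blocked by dofetilide plus 5 SD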;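 note: thallium influx through hERG after potassium depolarization seen as dye fluorescence rise; in these data hits start at about 4.7%; inactives centre near -7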
KCNK3 block: human KCNK3 channel inhibition, primary screen; O14649; AID 602410; B-score at 10 µM; CHO-KCNK3 thallium flux, FluxOR fluorescence; active compounds read low; 340,000 tested, 0.84% active;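 active = B-score under library mean minus 4 SD, starting fluorescence ratio at most library mean plus 5 SD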;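 note: more negative B-score means stronger inhibition of thallium flux through KCNK3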
Target sequence (O14649 whole entry, looked up): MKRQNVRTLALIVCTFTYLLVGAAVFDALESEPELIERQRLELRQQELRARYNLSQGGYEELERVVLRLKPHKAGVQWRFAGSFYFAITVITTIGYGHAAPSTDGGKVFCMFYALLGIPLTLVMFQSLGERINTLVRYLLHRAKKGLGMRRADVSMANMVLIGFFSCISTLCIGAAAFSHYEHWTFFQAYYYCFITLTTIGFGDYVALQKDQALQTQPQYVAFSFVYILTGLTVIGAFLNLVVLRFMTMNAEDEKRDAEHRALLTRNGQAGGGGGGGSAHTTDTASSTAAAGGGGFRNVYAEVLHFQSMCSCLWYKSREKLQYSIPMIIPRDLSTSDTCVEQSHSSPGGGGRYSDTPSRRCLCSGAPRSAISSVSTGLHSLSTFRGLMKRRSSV
KCNK9 block: blocks the human KCNK9 two-pore domain potassium channel; AID 488922; B-score at 10 µM; 310,000 tested, 1.2% active; HEK293 KCNK9, FluxOR thallium flux fluorescence; active compounds read low; Q9NPC2;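 active = ratio B-score over 3 SD below the library mean, with starting fluorescence within 5 SD of its mean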;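 note: negative B-score means less thallium flux so channel inhibition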
TMEM16A inh: inhibitors of mouse TMEM16A calcium-activated chloride channel; Q8BHY3; HEK293 TMEM16A/YFP iodide influx fluorescence, ionomycin; normalized B-score (activity score, 25-100; higher = stronger inhibition) at 10 µM; 310,000 tested, 1.2% active;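 active = ratio plate-corrected score three or more library SD toward inhibition, starting fluorescence score within five deviations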;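 note: score derived from kinetic fluorescence span divided by baseline fluorescence per well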
RGS4 act: RGS4 potentiation or activation. B-score at 10 µM. AID 463111. 310,000 tested, 0.92% active. HEK293 M3R/inducible RGS4, carbachol calcium flux Fluo4; active compounds read low;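 active = B-score of the integrated calcium signal more than 4 SD below the library mean, with starting fluorescence not abnormally high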;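 note: negative B-score means reduced calcium response which marks RGS4 activation or potentiation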
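Detection: kinetic calcium fluorescence imaging with Fluo4-AM dye, 2 µM / Material: HEK293 cells with stable M3R and inducible RGS4 / Schedule: recording 10 s baseline at 1 Hz, 100 s post-agonist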
KCNQ1 block: inhibitors of human KCNQ1 potassium channel. P51787. CHO-K1 KCNQ1, FluxOR thallium flux fluorescence; active compounds read high. B-score at 10 µM. 310,000 tested, 1.3% active;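 active = compounds whose thallium flux B-score, printed positive for inhibition, exceeds three library SD while starting fluorescence stays within three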;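 note: channel opened by potassium depolarization with thallium stimulus after 20 min compound exposure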
RGS4 inh: inhibitors of human RGS4; P49798; HEK293 M3R/RGS4 inducible, Fluo-4 calcium flux; active compounds read high; triggered by carbachol at its EC20; B-score at 10 µM; 310,000 tested, 0.45% active;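 active = B-score, a plate-corrected calcium signal, over three deviations above library mean, with baseline fluorescence within five deviations of library mean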;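 note: RGS4 expression induced by doxycycline in cells with stable M3 receptor; B-score is computed from the integrated fluorescence ratio over baseline after carbachol; higher B-score means a larger calcium signal and so more RGS4 inhibition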
Active calls of the source: *; i = inactive. Random draw from the library. About 6.3% of those tested had a hit in this group.

Structure,MrgX1 ag,ANO1 activ,KCNQ1 pot,MrgX1 allo act,hERG protect,KCNK3 block,KCNK9 block,TMEM16A inh,RGS4 act,KCNQ1 block,RGS4 inh
O=C(O)C1C2C=CC(C3CC23)C1C(=O)O (centres undefined),i,i,i,i,-4,i,i,i,i,i,i
CC1CCN(S(=O)(=O)c2cnc[nH]2)CC1,i,i,i,i,-5,i,i,i,i,i,i
O=C(NC(=S)NCc1ccccc1)C1CC1,i,i,i,i,2,i,i,i,i,i,i
O=C(Nc1ccccc1N1CCOCC1)c1ccc(OCc2cscn2)cc1,i,i,i,i,-11,i,i,i,i,i,i
Cc1cc(C)n2nc(SCc3ccc(C#N)cc3)nc2n1,i,i,i,i,-1,i,i,i,i,i,i
CS(=O)(=O)N1CCCC(C(=O)Nc2ccc(F)cc2F)C1 (centres undefined),i,i,i,i,-7,i,i,i,i,i,i
CCC(=O)c1ccc(OCC(=O)OCC(=O)NCc2cccs2)cc1,i,i,i,i,-8,i,i,i,i,i,i
CCNc1nc(NCC)n2c(SCC(=O)Nc3ccccc3F)nnc2n1,i,i,i,i,-4,i,i,i,i,i,i
CCCN(C(=O)CSc1nnnn1C)C1CCS(=O)(=O)C1 (centres undefined),i,i,i,i,-11,i,i,i,i,i,i
COc1ccccc1Cn1c(=S)[nH]c2cc(C(=O)N3CCC(C(N)=O)CC3)ccc2c1=O,i,i,i,i,-6,i,i,i,i,i,i
CC(C)c1nnc(NC(=O)CCS(=O)(=O)Cc2ccccc2)s1,i,i,i,i,-10,i,i,i,i,i,i
CCCCNC(=S)N/N=C/c1cccc(OCC)c1O,i,i,i,i,-7,i,i,i,i,i,i
c1ccc(Nc2nc3ccccc3o2)cc1,i,i,i,i,-8,i,i,i,i,i,i
O=C(Nc1ccc(N2CCCCC2)cc1)c1cncc(Br)c1,i,i,i,i,-13,i,i,i,i,i,i
CCCC(=O)N(CCN1CCOCC1)c1nc2c(C)cccc2s1,i,i,i,i,-8,i,i,i,i,i,i
Cc1nn(CC(=O)N/N=C/c2ccc3c(c2)OCO3)c(C)c1Br,i,i,i,i,-1,i,i,i,i,i,i
Fc1ccc(N2CCN(C3=Nc4cccc5cccc3c45)CC2)cc1,i,i,i,i,-22,i,i,i,-13*,i,i
O=C(COc1ccc2c(c1)C(=O)CC1(CCCCC1)O2)NCc1ccccn1,i,i,i,i,-20,i,i,i,i,i,i
CCCC(=O)Nc1cc(C(F)(F)F)ccc1N1CCOCC1,i,i,i,i,-6,i,i,i,i,i,i
CCCCOC(=O)Nc1cc(C)c(Cl)cc1OC,i,i,i,i,1,i,i,i,i,i,i
O=C1/C(=C/c2cccc3ccccc23)CCCc2ccccc21,i,i,i,i,-30,i,i,i,i,i,i
CCOc1ccccc1Nc1ncnc2ccccc12,i,i,i,i,-9,i,i,i,i,i,i
CC(C)(C)C(=O)OC/C(N)=N/OC(=O)c1ccc(Cl)c(Cl)c1,i,i,i,i,-8,i,i,i,i,i,i
O=C(CS(=O)(=O)Cc1ccccc1)Nc1cccnc1,i,i,i,i,-3,i,i,i,i,i,i
COc1ccc(NC(=O)Nc2nnc(-c3ccccc3F)s2)cc1,i,i,i,i,-2,i,i,i,i,i,i
COc1c(F)c(F)c(C(=O)O)c(Nc2ccccc2)c1F,i,i,i,i,-11,i,i,i,i,i,i
O=c1[nH][nH]cc1C=Nc1ccccc1O,i,i,i,i,2,i,i,i,i,i,i
CCOc1ccc(NC(=O)C/C(C)=N/NC(=O)Cc2ccc(Cl)cc2)cc1,i,i,i,i,-16,i,i,i,i,i,i
O=C(COC(=O)C1COc2ccccc2O1)NC1CCS(=O)(=O)C1 (centres undefined),i,i,i,i,2,i,i,i,i,i,i
Cc1csc(NC(=O)c2cccn2C)n1,i,i,i,i,-8,i,i,i,i,i,i
COc1ccc(NC(C)=O)cc1S(=O)(=O)Nc1ccc2c(c1)OCCO2,i,i,i,i,-9,i,i,i,i,i,i
N#Cc1ccc(OCC(=O)Nc2ccc3[nH]c(=O)[nH]c3c2)cc1,i,i,i,i,-9,i,i,i,i,i,i
NS(=O)(=O)c1ccc(CNC(=O)c2ccc(Cl)cc2[N+](=O)[O-])cc1,i,i,i,i,-3,i,i,i,i,i,i
COc1ccc(NC(=S)NNC(=O)c2cccnc2)cc1OC,i,i,i,i,-2,i,i,i,i,i,i
COc1ccc(Cn2c(C)nc([N+](=O)[O-])c2SCC(=O)O)cc1[N+](=O)[O-],i,i,i,i,-6,i,i,i,i,i,i
O=C(CCc1ccccc1)NCCCN1CCOCC1,i,i,i,i,-5,i,i,i,i,i,i
COc1cnn(-c2ccccc2)c(=O)c1N(C)C,i,i,i,i,-4,i,i,i,i,i,i
c1ccc(C2CN3CCSC3=N2)cc1 (centres undefined),i,i,i,i,-8,i,i,i,i,i,i
Cc1nc(-c2ccc(F)cc2)c(CC(=O)N2CCN(S(=O)(=O)c3cccc(F)c3)CC2)s1,i,i,i,i,-9,i,i,i,i,i,i
Cc1c(Cl)c([N+](=O)[O-])nn1CC(=O)NCCCN1CCOCC1,i,i,i,i,-3,i,i,i,i,i,i
COc1ccccc1C(=O)Nn1c(C)nc2ccccc2c1=O,i,i,i,i,-8,i,i,i,i,i,i
CCOC(=O)CN(C(=O)COc1nc(-c2ccccc2)cc(C)c1C#N)c1ccc(C)cc1,i,i,i,i,-10,i,i,i,i,i,i
Cc1nc(C)c(-c2csc(N)n2)s1,i,i,i,i,-9,i,i,i,i,i,i
O=C(Nc1ccccc1)c1cccc(=O)o1,i,i,i,i,0,i,i,i,i,i,i
O=C1CSC(=O)N1CC(O)COc1ccc(Cl)cc1 (centres undefined),i,i,i,i,3,i,i,i,i,i,i
CN(C)S(=O)(=O)c1ccc(Cl)c(NC(=O)COC(=O)CN2C(=O)NC(C)(C)C2=O)c1,i,i,i,i,-9,i,i,i,i,i,i
COc1ccc(NC(=O)Nc2sc(NS(=O)(=O)c3ccccc3)nc2C)cc1,i,i,i,i,-10,i,i,i,i,i,i
COC(=O)c1c(C(=O)OC)c(C)n(Cc2cccnc2)c1C,i,i,i,i,-10,i,i,i,i,i,i
COc1ccc(NC(=O)CN2CCN(S(=O)(=O)N(C)C)CC2)cc1,i,i,i,i,-6,i,i,i,i,i,i
c1ccc(CCn2nnc3ccccc32)cc1,i,i,i,i,-9,i,i,i,i,i,i
Cc1ccc(F)cc1NC(=O)COC(=O)COc1ccc(C#N)cc1,i,i,i,i,-5,i,i,i,i,i,i
Cc1ccc(N(C(=O)c2csnn2)C(C(=O)NC(C)(C)C)c2cccnc2)cc1 (centres undefined),i,i,i,i,-17,i,i,i,i,i,i
Cn1c(Cc2cccs2)nnc1SCc1nc2ccccc2[nH]1,i,i,i,i,-6,i,i,i,i,i,i
COc1ccc(NC(=O)C(OC(=O)c2cnc(C)cn2)c2ccccc2)cc1Cl (centres undefined),i,i,i,i,-10,i,i,i,i,i,i
O=c1[nH][nH]c2cc(=O)n(-c3cccc(C(F)(F)F)c3)nc12,i,i,i,i,-4,i,i,i,i,i,i
c1ccc(CN2CCN(c3nc(-c4ccccc4)nc(-n4ccnc4)n3)CC2)cc1,i,i,i,i,-7,i,i,i,i,i,i

The results go on.
Structure,MrgX1 ag,ANO1 activ,KCNQ1 pot,MrgX1 allo act,hERG protect,KCNK3 block,KCNK9 block,TMEM16A inh,RGS4 act,KCNQ1 block,RGS4 inh
CCC(Cc1ccccc1)NC(=O)C1=C(C)C(=O)OC12CCC(C)CC2 (centres undefined),i,i,i,i,0,i,i,i,i,i,i
COc1ccc(S(=O)(=O)N2CCC(C(=O)NCc3ccncc3)CC2)cc1Cl,i,i,i,i,-4,i,i,i,i,i,i
CCNc1nc(NCC)nc(OCCOC(=O)Nc2ccccc2)n1,i,i,i,i,-5,i,i,i,i,i,i
Cc1nn(Cc2ccc(C(=O)NN)cc2)c(C)c1Cl,i,i,i,i,-6,i,i,i,i,i,i
O=C(O)c1ccccc1C(=O)NCc1cccnc1,i,i,i,i,-9,i,i,i,i,i,i
Cc1nc(C(=O)O)cc2c1[nH]c1ccccc12,i,i,i,i,-6,i,i,i,i,i,i
Cc1nn(Cc2ccccc2)c2c1C(c1ccncc1)C(C#N)=C(N)O2 (centres undefined),i,i,i,i,-9,i,i,i,i,i,i
CN(C(=O)Nc1cnc2ccccc2c1)c1ccccc1,i,i,i,i,-12,i,i,i,i,i,i
COc1ccc(C2c3ccc4ccccc4c3Oc3ncn(CCN(C)C)c(=N)c32)cc1 (centres undefined),i,i,i,i,-20,i,i,i,i,i,i
Cc1ccc(C(=O)Nc2ccc(S(=O)(=O)N3CCN(C)CC3)cc2)o1,i,i,i,i,-7,i,i,i,i,i,i
CCCc1nc2sc3c(c2c(=O)n1N)CCC3,i,i,i,i,-5,i,i,i,i,i,i
O=C(CN1CCN(C(=O)c2c(F)cccc2F)CC1)Nc1ccccc1C(F)(F)F,i,i,i,i,-3,i,i,i,i,i,i
COC(=O)c1ccc(NC(=O)Nc2ccc([N+](=O)[O-])cc2)cc1,i,i,i,i,-15,i,i,i,i,i,i
C=CCNC(=O)COC(=O)c1ccc(Cl)c(S(=O)(=O)N(Cc2ccccc2)c2ccccc2)c1,i,i,i,i,-7,i,i,i,i,6*,i
Cc1ccccc1C1NC(=O)c2ccccc2O1 (centres undefined),i,i,i,i,-7,i,i,i,i,i,i

Some values from the results shown.
Under hERG protect, `CN(C(=O)Nc1cnc2ccccc2c1)c1ccccc1` reads -12
Under hERG protect, `Cn1c(Cc2cccs2)nnc1SCc1nc2ccccc2[nH]1` reads -6
